Screens deposited in PubChem BioAssay by The Scripps Research Institute Molecular Screening Center.
TLR4-MyD88 inh – inhibitors of human TLR4-MyD88 binding | O00206 | Cell-based TLR4-MyD88 binding inhibition assay | inhibition, % at 10 µM | actives 0.06% (n = 16,000) | AID 811; in the data active = inhibition above about 45%
OPRK1 antag MB – blocks the human kappa opioid receptor, Maybridge compounds; P41145; actives 0.4% (n = 16,000); OPRK1 cells, antagonist mode, fluorescence readout; inhibition, % at 9 µM; in the data active = inhibition above about 50%
Target sequence (P41145 whole entry, looked up): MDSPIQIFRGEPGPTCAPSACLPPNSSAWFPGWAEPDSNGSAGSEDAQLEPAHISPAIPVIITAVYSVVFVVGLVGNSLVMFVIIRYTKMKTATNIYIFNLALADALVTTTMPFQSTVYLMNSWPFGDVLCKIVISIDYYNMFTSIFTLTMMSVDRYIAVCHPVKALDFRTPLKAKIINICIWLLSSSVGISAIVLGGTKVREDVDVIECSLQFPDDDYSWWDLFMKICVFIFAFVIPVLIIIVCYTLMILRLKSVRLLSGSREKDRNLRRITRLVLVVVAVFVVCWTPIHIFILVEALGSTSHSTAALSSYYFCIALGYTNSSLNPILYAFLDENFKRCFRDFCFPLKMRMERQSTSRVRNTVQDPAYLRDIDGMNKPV
S1P1 ag – S1P1 (human) receptor agonism. S1P1 agonist cell-based reporter assay. activation, % at 4.5 µM. actives 1.5% (n = 16,000). AID 1044; in the data active = activation above about 80%
Target sequence (P21453 whole entry, looked up): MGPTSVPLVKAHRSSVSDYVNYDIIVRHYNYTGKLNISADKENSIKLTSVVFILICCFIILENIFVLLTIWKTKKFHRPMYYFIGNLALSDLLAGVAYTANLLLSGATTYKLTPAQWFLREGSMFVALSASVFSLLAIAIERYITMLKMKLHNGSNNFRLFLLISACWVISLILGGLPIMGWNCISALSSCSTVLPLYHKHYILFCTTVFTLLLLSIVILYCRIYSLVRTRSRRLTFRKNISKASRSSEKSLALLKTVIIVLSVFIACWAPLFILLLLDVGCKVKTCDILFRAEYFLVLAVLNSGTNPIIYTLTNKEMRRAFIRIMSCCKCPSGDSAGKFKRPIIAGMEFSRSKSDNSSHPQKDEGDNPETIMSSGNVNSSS
Nox1 inhibitor – human Nox1 inhibition | HT29 cells, luminol chemiluminescence ROS | inhibition, % at 6.7 µM | actives 0.81% (n = 16,000) | AID 1792
PME-1 Maybr inh – Maybridge compound blocking human PME-1 | recombinant PME-1, FP-Rh probe fluorescence polarization | inhibition, % at 9 µM | actives 0.5% (n = 16,000); in the data active = inhibition above about 30%
NOTCH agonist – activates NOTCH signaling in reporter cells. activation, % at 2.5 µM. actives 0.4% (n = 15,000). NOTCH signaling luciferase reporter cells, luminescence; in the data active = activation above about 2.2%
rat GALR2 agon – agonists of rat galanin receptor 2 (GALR2) | cell-based GALR2 agonist screen | AID 833 | O08726 | activation, % at 10 µM | actives 0.5% (n = 16,000); in the data active = activation above about 15%
Luminol counter – quenches luminol chemiluminescence in Nox1 counter-screen; inhibition, % at 6.7 µM; actives 0.4% (n = 16,000); HRP/luminol/H2O2 chemiluminescence counterscreen; note: reference of the scale not given here
The depositor's hits bear a star; . = no result given. Cut-off read from the data, not from the text of the source, unless noted: active = inhibition above about 75%; inactive = the rest. This is a random part of the collection; overall some 4.7% were active at least once.

SMILES | TLR4-MyD88 inh | OPRK1 antag MB | S1P1 ag | Nox1 inhibitor | PME-1 Maybr inh | NOTCH agonist | rat GALR2 agon | Luminol counter
CC(C)(C)c1csc(Sc2ccc([N+](=O)[O-])cc2[N+](=O)[O-])n1 | -11.4 | 6.1 | 0.2 | -42.4 | 2.8 | -0.7 | -4.1 | -0.8
Cc1cc(-c2nc(-c3ccnn3C(=O)Nc3ccc(Cl)cc3Cl)cs2)no1 | 2.4 | 25.7 | 1.3 | -47.1 | -1.8 | -0.1 | -8.6 | 0.4
Cc1cc(C(=O)O/N=C(\N)COc2ccc([N+](=O)[O-])cc2)no1 | 1.7 | -8.4 | 13.0 | -21.1 | 1.2 | -0.6 | -4.2 | 1.3
CC(=O)Nc1ccc(/C=C(\C#N)c2ccc(C)cc2)cc1 | -16.0 | -10.4 | 26.3 | -31.6 | 2.9 | 1.2 | -3.6 | -5.1
Cc1cccc(NC(=O)Nc2ccc(C(C)(C)C)cc2)n1 | -3.1 | -12.8 | 10.2 | -35.2 | -1.3 | 0.0 | -4.7 | 2.3
O=C(/C=C/c1ccccc1)Nc1ccc(Oc2ccc(F)cc2F)nc1 | -8.1 | 3.7 | 14.2 | 12.1 | -21.7 | 0.1 | -3.0 | -0.3
S=C(NCc1ccco1)Nc1ccc2[nH]ccc2c1 | 4.8 | 15.5 | 3.5 | -7.8 | -5.5 | -0.2 | -7.2 | -7.0
O=C(O)c1cc(=O)[nH]c2c(Cl)cc(Cl)cc12 | 1.6 | 5.8 | 2.8 | -17.9 | 0.1 | 0.1 | -3.9 | -4.8
Cc1nn(-c2ccccc2)c2c1c(=O)n(C)c1ccccc21 | 10.8 | 15.0 | -17.1 | -42.7 | 3.4 | -0.4 | -3.6 | -0.4
CCOC(=O)C(O)(C(=O)OCC)C1Cc2ccccc2C1=O (stereo unspecified) | 1.9 | -7.5 | -6.2 | -45.5 | -2.9 | -0.8 | -6.0 | 2.1
CCOC(=O)/C(C#N)=C\Nc1cc(OC)cc2cccnc12 | -4.8 | 0.7 | 1.8 | 2.6 | 7.8 | -0.6 | -6.6 | -7.8
S=C(Nc1ccc(Br)c(Cl)c1)N1CCCCC1 | 8.9 | 14.3 | 13.0 | 13.2 | 2.7 | 0.5 | -2.5 | -5.4
Cc1c(-c2c(C#N)cnn2-c2ccc([N+](=O)[O-])cc2)sc2ccc(Cl)cc12 | -8.8 | 9.2 | -6.2 | 39.4 | 2.9 | -0.4 | -7.4 | -2.4
O=C(O)c1cncc(C(=O)O)c1 | -9.5 | 1.0 | -16.9 | -25.2 | -1.1 | 0.7 | -6.8 | 2.9
CC(=O)NC(NCc1ccccc1)(C(F)(F)F)C(F)(F)F | -22.9 | -5.4 | -29.6 | -33.3 | -0.6 | 0.6 | -2.6 | -0.9
O=C1c2ccccc2CC(=O)c2sccc21 | 0.8 | 4.8 | 1.3 | -75.4 | -152.3 | -0.5 | -1.8 | -1.6
O=C(NCc1ccc2c(c1)OCO2)C1CC(=O)N(Cc2ccc(F)cc2)C1 (stereo unspecified) | -2.7 | -13.8 | 1.0 | -20.9 | -2.1 | -0.3 | -4.6 | 2.9
COc1ccc(C(F)(F)F)cc1NC(=O)CC1(CC(=O)O)CCCCC1 | 13.3 | 25.4 | 1.7 | -3.4 | 2.6 | -0.5 | -2.5 | -0.3
Cc1cccc(NC(=O)Nc2ccc(-c3ccccc3)s2)n1 | -38.8 | 5.0 | 5.1 | -15.1 | 7.0 | 0.3 | -1.6 | -2.1
CCOC(=O)c1c(SC)nc2c(Cl)cccc2c1N(C)CCO | -3.0 | -30.4 | -27.8 | -1.9 | -2.1 | -0.6 | -3.4 | 0.8
Cc1ccc(Cl)cc1NC(=S)NCCNc1nccc(C(F)(F)F)n1 | -7.8 | -17.0 | 5.1 | 33.3 | 5.3 | 1.0 | -7.7 | 0.0
CCOC(=O)Cc1csc(NC(=O)CSCC(=O)O)n1 | 2.2 | 4.5 | -4.4 | -31.9 | 2.2 | -0.7 | -5.8 | -0.1
Cc1ccc(NC(=O)N=S(C)(=O)c2ccc(C(F)(F)F)cn2)cc1 (stereo unspecified) | 5.5 | 18.5 | -3.8 | -34.8 | 1.2 | -0.6 | 0.0 | 3.0
O=S(=O)(CCO/N=C/c1ccco1)c1ccc(Cl)cc1 | -1.0 | -0.2 | -1.6 | -6.6 | 1.8 | -0.2 | -2.3 | -0.8
CC(=N/NCCC#N)/C(=N\OC(=O)c1ccc([N+](=O)[O-])cc1)C(=O)Nc1ccccc1 | -1.4 | 15.5 | 3.9 | 10.3 | 7.1 | 0.1 | -5.9 | -2.0
COC(=O)c1ccccc1N=NNc1cccc(C(F)(F)F)c1 | 12.1 | -5.7 | 14.8 | -21.2 | -5.2 | -0.6 | -9.0 | 3.6
COc1ccc(C(=O)NC(NCc2cccnc2)(C(F)(F)F)C(F)(F)F)cc1 | 5.5 | 9.5 | 1.0 | -40.0 | -0.8 | -0.1 | -6.7 | -0.1
CSC1=N/C(=C\c2ccc([N+](=O)[O-])cc2)C(=O)N1CCOc1cccc(Cl)c1 | 2.6 | 15.0 | 5.2 | -15.9 | 1.6 | -4.5 | -5.0 | -0.6
Cc1ccc(-c2ncns2)cc1 | -5.8 | 18.1 | -2.2 | -76.2 | 18.3 | 0.2 | -5.4 | 1.5
CCC(CO)NC(=S)Nc1ccsc1C(=O)OC (stereo unspecified) | -7.0 | -8.0 | -10.5 | -0.9 | 1.9 | -0.8 | -3.4 | 4.6
COc1ccc(C2=NC(C)(C)CO2)cc1OC | -61.7 | -8.5 | -4.4 | -66.2 | 11.1 | 0.2 | -2.5 | 0.3
O=C1c2ccccc2C(=O)N1Oc1ccc([N+](=O)[O-])c([N+](=O)[O-])c1 | -6.3 | -12.0 | 19.0 | -18.9 | 0.2 | -0.5 | -7.0 | 10.5
COc1ccc(N2C(=O)CC3(CCCCC3)CC2=O)cc1OC | 8.0 | -7.0 | 8.1 | -70.4 | 6.5 | -0.9 | -1.2 | -2.6
O=C1/C(=C/c2c[nH]c3ccccc23)CSc2ccccc21 | -15.6 | 18.6 | 27.5 | 8.8 | -2.8 | -1.3 | -6.8 | 0.8
CSc1cccc(NC(=S)NCc2ccc(C#N)cc2)c1 | -0.4 | -5.7 | -4.9 | 14.3 | 60.6* | -0.3 | -0.9 | -4.3
c1ccc(-n2cccc2)c(N2CCCCC2)c1 | -11.1 | -9.4 | 6.5 | -39.1 | 2.4 | -0.5 | -6.6 | -2.2
O=C(NCCc1ccccn1)c1csc(Cc2c(Cl)cccc2Cl)n1 | 8.5 | -3.2 | 22.9 | -63.2 | 0.4 | -1.3 | -7.1 | 1.7
CSC(SC)=C(C#N)C(=O)c1ccco1 | 9.5 | -24.9 | 18.2 | -25.2 | -2.2 | 0.8 | -13.0 | 0.9
N/C(Cc1cccs1)=N\OC(=O)Nc1cc(Cl)cc(Cl)c1 | -16.2 | 1.0 | 3.5 | -46.0 | -11.4 | -0.1 | -1.6 | 0.3
CSc1nnc(C2CC2)n1-c1cccc(Cl)c1 | -1.2 | 1.7 | 12.0 | -11.6 | 6.3 | -0.3 | -6.3 | -4.9
N#Cc1c(F)cccc1Sc1ccc(Cl)cc1 | 2.0 | 18.7 | 24.9 | -33.7 | -6.1 | -0.6 | -6.0 | 3.5
COC(=O)c1ccc(S(=O)(=O)Oc2ccccc2N2CCOCC2)o1 | 4.8 | 22.1 | 4.6 | 16.8 | 3.0 | 0.4 | 2.2 | -5.2
CCCc1nn(C(=O)c2ccco2)cc1C(=O)OCC | -3.1 | 8.8 | -6.9 | -28.8 | 6.0 | 0.1 | -1.4 | -4.4
O=C(NNc1ccccc1)c1cc(-c2ccc(Cl)cc2)oc1C(F)(F)F | . | 17.7 | 8.1 | -52.2 | -3.1 | 0.9 | -1.8 | 22.1
CCC1CSC(Nc2c(C)cccc2C)=N1 (stereo unspecified) | -5.9 | -25.9 | -9.4 | 24.5 | 5.0 | -0.2 | -5.3 | -4.6
O=C(NCCSCc1ccc(Cl)cc1)c1ccco1 | -1.1 | 14.9 | -52.4 | -68.6 | 6.2 | -0.7 | -5.3 | -1.8
c1nc(NN2CCCCC2)c2sccc2n1 | -9.9 | -16.8 | -0.8 | 21.9 | 10.1 | -0.1 | -8.6 | 1.9
CCOC(=O)/C(C#N)=C/NCCc1ccncc1 | 10.5 | 4.0 | -2.7 | -33.3 | -1.0 | -0.4 | 0.0 | 2.8
O=C1C(O)=C(C(=Nc2ccccc2)c2ccccc2)C(=O)N1c1ccc(Cl)cc1 | . | 6.9 | 15.5 | -54.4 | 3.7 | -0.3 | -1.6 | -5.4
O=C(Cc1cccc2ccccc12)NNC(=O)Nc1ccc(Cl)cc1 | -6.0 | 2.0 | -7.0 | -4.8 | -12.8 | 0.0 | -1.0 | 3.9
CCCS(=O)(=O)C(C#N)c1ccccc1[N+](=O)[O-] (stereo unspecified) | 6.6 | 7.8 | 15.3 | 17.0 | 10.5 | -1.3 | -2.6 | 9.4
CNc1nc(CC(C)=O)ns1 | 4.5 | 14.6 | -5.2 | -43.4 | 0.0 | 0.5 | -5.8 | -3.0
Cc1ccc(OCC2SCCN2S(=O)(=O)c2ccc(Cl)s2)c([N+](=O)[O-])c1 (stereo unspecified) | 13.9 | -11.5 | -5.3 | -67.6 | 1.3 | 0.1 | -8.4 | 4.1
C/C(=N\O)c1sc2nc(C(F)(F)F)nn2c1C | -3.0 | -0.7 | -22.1 | 4.2 | -1.4 | -0.3 | -5.0 | 1.9
O=C(Nc1ccc(C(F)(F)F)cn1)c1cccnc1Oc1ccc(Cl)cc1 | -4.0 | -8.9 | -2.4 | -28.1 | 1.3 | 0.1 | 8.6 | -6.0
O=C(OCc1sccc1Oc1ccccc1)c1ccc(Cl)cc1 | -2.3 | 26.9 | 11.1 | 31.0 | 0.9 | 0.2 | -5.5 | -8.8
CCCCNC(=O)NCCNc1ccc(C(F)(F)F)cn1 | 7.2 | 3.4 | -12.7 | -53.7 | -3.8 | -0.4 | -6.7 | 2.2
O=[N+]([O-])c1cc(C(F)(F)F)cc2c1nc1ccccn12 | -1.0 | -8.6 | -42.8 | -27.6 | -0.9 | -0.3 | 2.0 | 5.4
N#Cc1c(N2CCCC2)nsc1-c1ccccc1 | -3.3 | 15.1 | -6.7 | -19.8 | 4.3 | -0.6 | -5.5 | -6.8
O=C(O)CCc1ccc(OCc2ccccc2)cc1 | -5.9 | 1.5 | -0.8 | -20.4 | -3.7 | -0.1 | -4.8 | 1.7

No new results follow: an excerpt of the list.
SMILES | TLR4-MyD88 inh | OPRK1 antag MB | S1P1 ag | Nox1 inhibitor | PME-1 Maybr inh | NOTCH agonist | rat GALR2 agon | Luminol counter
CC(C)(C)c1csc(Sc2ccc([N+](=O)[O-])cc2[N+](=O)[O-])n1 | -11.4 | 6.1 | 0.2 | -42.4 | 2.8 | -0.7 | -4.1 | -0.8
Cc1cc(-c2nc(-c3ccnn3C(=O)Nc3ccc(Cl)cc3Cl)cs2)no1 | 2.4 | 25.7 | 1.3 | -47.1 | -1.8 | -0.1 | -8.6 | 0.4
Cc1cc(C(=O)O/N=C(\N)COc2ccc([N+](=O)[O-])cc2)no1 | 1.7 | -8.4 | 13.0 | -21.1 | 1.2 | -0.6 | -4.2 | 1.3
CC(=O)Nc1ccc(/C=C(\C#N)c2ccc(C)cc2)cc1 | -16.0 | -10.4 | 26.3 | -31.6 | 2.9 | 1.2 | -3.6 | -5.1

Some entries already given with just rat GALR2 agon.
| Structure | rat GALR2 agon |
| --- | --- |
| O=C(O)CCc1ccc(OCc2ccccc2)cc1 | -4.8 |
| Cc1ccc(OCC2SCCN2S(=O)(=O)c2ccc(Cl)s2)c([N+](=O)[O-])c1 (stereo unspecified) | -8.4 |
| N#Cc1c(N2CCCC2)nsc1-c1ccccc1 | -5.5 |
| C/C(=N\O)c1sc2nc(C(F)(F)F)nn2c1C | -5.0 |
| O=C(Cc1cccc2ccccc12)NNC(=O)Nc1ccc(Cl)cc1 | -1.0 |

The list goes on:
SMILES | TLR4-MyD88 inh | OPRK1 antag MB | S1P1 ag | Nox1 inhibitor | PME-1 Maybr inh | NOTCH agonist | rat GALR2 agon | Luminol counter
COc1ccc2c(c1)CCC1C2CCC2(C)C(=O)CCC12 (stereo unspecified) | -6.0 | 38.4 | -27.0 | -49.7 | -2.1 | -0.8 | -4.2 | -0.9
O=C(N/N=C1/CCCc2occc21)c1ccc([N+](=O)[O-])cc1 | 11.6 | 10.0 | -5.8 | 5.7 | 1.3 | -0.5 | -6.9 | 6.7
c1ccc2c(c1)Nc1nc3ccccc3nc1O2 | -7.0 | -1.3 | 0.1 | -45.3 | -1.9 | -0.7 | -4.3 | 1.8
O/N=C/c1ccc(-c2cc(C(F)(F)F)cc(C(F)(F)F)c2)o1 | 13.6 | -5.4 | 92.0* | -57.2 | -5.4 | 0.3 | -6.9 | -1.0
